Screens deposited in PubChem by Sanford-Burnham Center for Chemical Genomics.
EphA4 KYL inhibition = inhibitors of EphA4 binding to KYL peptide, primary screen, biochemical, colorimetric, mouse EphA4 (AID 689); actives 0.1% (n = 62,000); one-dose inhibition, % at 10 µM; IC50 in µM for titrated hits; EphA4-AP binding to KYL peptide, pNPP A405; higher % means a stronger effect; in the data active = a potency from the dose series; inactive = the rest, 99 in 100 with inhibition below about 22%
* hit, by the source's call. Only part of the results is shown; the hit share may differ from the screen's.

SMILES | EphA4 KYL inhibition
COc1cccc(C2Nc3ccccc3C(=O)N2O)c1O (stereo unspecified) | -9%
CCOC(=O)Cc1csc(NC(=O)CN(C)S(=O)(=O)c2cccc3cccnc23)n1 | 5%
COc1ccc(-c2csc(N(Cc3ccccc3)C(=O)COc3ccc(Cl)cc3)n2)cc1 | -3%
Cn1nc(C(F)(F)F)c2cc(C(=O)Nc3ccc(Cl)cc3)sc21 | -6%
CCOC(=O)N1CCC(NC(=O)c2ccc3c(c2)sc2nc(-c4ccccc4)cn23)CC1 | -11%
COc1ccc(C(=O)OCn2nnc3ccccc3c2=O)cc1OC | -8%
C=CCn1c(SCC(=O)Nc2c(C)n(C)n(-c3ccccc3)c2=O)nc2sc(C)c(-c3ccccc3)c2c1=O | -10%
Brc1ccc(-c2csc(NNC3=NCCCCC3)n2)cc1 | 6%
COc1cnc(-c2ccccn2)nc1Oc1cccc(Cl)c1 | -11%
Cc1cc(=O)n2[nH]c(SCc3ccccc3)nc2n1 | -1%
N#Cc1ccc(COC(=O)CSc2nnc(C3CCCCC3)n2N)cc1 | 0%
CN(C)CCNc1oc(COc2cccc(Cl)c2)nc1C#N | 0%
CCOC(=O)CSc1nc2ccccc2n1CC(=O)NC(C)(C)C | -16%
COc1ccccc1/C=C/C(=O)OC(C)CN1CCOCC1 (stereo unspecified) | -16%
O=C(Nc1ccc(NC(=O)C2CC2)nc1)c1cccc(F)c1 | 12%
O=C(COc1ccccc1)N1CCN(c2nnc(-c3ccccc3)c3ccccc23)CC1 | 8%
CCOc1ccccc1NC(=O)c1ccc(OC)cc1OC | 0%
O=C(c1ccccc1)c1ccccc1N/C=C/c1nnnn1-c1ccccc1 | -4%
N=c1sccn1CC(=O)Nc1ccc2c(c1)CCC2 | -11%
O=C(CCc1ccccc1)NCCOc1ccccc1 | -4%
CC(=O)Nc1ccc(S(=O)(=O)NCC2CCC(C(=O)NCCC3=CCCCC3)CC2)cc1 (stereo unspecified) | -10%
COc1ccc(/C=N/OCC(=O)N2CC3(C)CC2CC(C)(C)C3)cc1 (stereo unspecified) | -9%
CCc1ccc(/C=C2/C(=O)NC(=O)N2C(C)=O)cc1 | 8%
CCOC(=O)C1=C(CSc2nc(-c3ccccc3)ccc2C#N)OC(N)=C(C#N)C1c1cccnc1 (stereo unspecified) | 4%
CSC1=N/C(=C\c2ccccc2)C(=O)N1C | -10%

19 neighbouring compounds out of the list so far:
SMILES | EphA4 KYL inhibition
CCOC(=O)Cc1csc(NC(=O)CN(C)S(=O)(=O)c2cccc3cccnc23)n1 | 5%
COc1ccc(-c2csc(N(Cc3ccccc3)C(=O)COc3ccc(Cl)cc3)n2)cc1 | -3%
Cn1nc(C(F)(F)F)c2cc(C(=O)Nc3ccc(Cl)cc3)sc21 | -6%
CCOC(=O)N1CCC(NC(=O)c2ccc3c(c2)sc2nc(-c4ccccc4)cn23)CC1 | -11%
COc1ccc(C(=O)OCn2nnc3ccccc3c2=O)cc1OC | -8%
C=CCn1c(SCC(=O)Nc2c(C)n(C)n(-c3ccccc3)c2=O)nc2sc(C)c(-c3ccccc3)c2c1=O | -10%
Brc1ccc(-c2csc(NNC3=NCCCCC3)n2)cc1 | 6%
COc1cnc(-c2ccccn2)nc1Oc1cccc(Cl)c1 | -11%
Cc1cc(=O)n2[nH]c(SCc3ccccc3)nc2n1 | -1%
N#Cc1ccc(COC(=O)CSc2nnc(C3CCCCC3)n2N)cc1 | 0%
CN(C)CCNc1oc(COc2cccc(Cl)c2)nc1C#N | 0%
CCOC(=O)CSc1nc2ccccc2n1CC(=O)NC(C)(C)C | -16%
COc1ccccc1/C=C/C(=O)OC(C)CN1CCOCC1 (stereo unspecified) | -16%
O=C(Nc1ccc(NC(=O)C2CC2)nc1)c1cccc(F)c1 | 12%
O=C(COc1ccccc1)N1CCN(c2nnc(-c3ccccc3)c3ccccc23)CC1 | 8%
CCOc1ccccc1NC(=O)c1ccc(OC)cc1OC | 0%
O=C(c1ccccc1)c1ccccc1N/C=C/c1nnnn1-c1ccccc1 | -4%
N=c1sccn1CC(=O)Nc1ccc2c(c1)CCC2 | -11%
O=C(CCc1ccccc1)NCCOc1ccccc1 | -4%

More records
SMILES | EphA4 KYL inhibition
O=C(OCC(=O)N1CCN(C(=O)c2ccco2)CC1)c1cc(-c2ccc(Cl)c(Cl)c2Cl)nc2ccccc12 | -21%
Cc1ccc(/C(N)=N/OC(=O)c2ccc(C)c([N+](=O)[O-])c2)cc1 | -1%
Cc1cc(Cl)ccc1OCC(=O)Nc1cc(Cl)cc(Cl)c1 | -6%
CC(C)(C)c1ccc(-c2nnc(SCC(=O)c3ccc4c(c3)OCCO4)o2)cc1 | -1%
Cc1ccc(OCc2nnc(SCC(=O)c3ccccc3)n2Cc2ccco2)cc1 | 16%
C/C(CC(=O)Nc1cc(C)ccn1)=N\NC(=O)COc1cccc(C)c1 | -3%
COCCNC(=O)CN(c1cc(Cl)ccc1OC)S(C)(=O)=O | -8%
COC(=O)c1ccc(/C=N\NC(=O)c2ccc(C)cc2Cl)cc1 | -12%
COc1ccc(N2C(=O)C3CCCN3C2c2cccc(C)c2)cc1 (stereo unspecified) | 5%
Oc1ccc(CNCC2COc3ccccc3O2)cc1 (stereo unspecified) | -7%
CN1OC(COC(=O)c2ccccc2)CC1c1ccccc1 (stereo unspecified) | -12%
COc1ccc(/C(O)=C/C(=O)C(=O)NNC(=O)C(O)(c2ccccc2)c2ccccc2)cc1 | -13%
Cc1cccc(CN2C(=O)CCSc3ccc(Cl)cc32)c1 | -5%
COc1ccc(S(=O)(=O)N2CCN(c3cc(-c4ccccc4)nc4ncnn34)CC2)cc1 | -2%
O=C(Nc1ccc(-c2ccc([N+](=O)[O-])cc2)cc1)c1cccs1 | -8%
CCCC(=O)N1CCN(c2ccc([N+](=O)[O-])c(NC(C)c3ccccc3)c2)CC1 (stereo unspecified) | -7%
C=CCc1ccccc1OCCOc1c(Br)cc(/C=C2/SC(=S)N(C)C2=O)cc1OC | 5%
COC(=O)C1=C(C)N=c2s/c(=C/c3cc(Br)ccc3OC(C)=O)c(=O)n2C1c1ccc(OC(C)=O)cc1 (stereo unspecified) | -6%
S=C1N(c2ccccc2)C(c2cccc3ccccc23)N2CCCN12 (stereo unspecified) | 6%
COc1ccc([N+](=O)[O-])cc1NC(=S)NC(NC(=O)Cc1ccc(OC)c(OC)c1)C(Cl)(Cl)Cl (stereo unspecified) | -13%
CC(C)(C)NC(=O)COC(=O)c1ccc(S(=O)(=O)N2CCCCCC2)cc1 | -15%
Cc1ccccc1NS(=O)(=O)c1ccc(N2CCCC2=O)cc1 | -12%
Cn1cnnc1SCC(=O)n1c2ccccc2c2ccccc21 | -14%
CS(=O)(=O)c1ccc2nc(NC(=O)Nc3cccc(Cl)c3)sc2c1 | 2%
Cc1ccc2c(c1)CC1(CN2C)C(=O)OC2(CCCCC2)OC1=O | -9%

New compounds follow:
SMILES | EphA4 KYL inhibition
CC(c1ccccc1)C(CC(=O)O)C(=O)NC1CCCCC1 (stereo unspecified) | -8%
Cc1c(/C=C2\SC(=O)N(CC(=O)Nc3ccc4c(c3)OCO4)C2=O)c2ccccc2n1C | 10%
COc1cc(NC(=O)c2nn3c(c2Br)NC(c2cccs2)CC3C(F)(F)F)c(OC)cc1Cl (stereo unspecified) | 12%
COc1ccc(C)cc1NC(=O)c1cc(C(F)(F)F)cc(C(F)(F)F)c1 | -3%
COC(=O)CSc1nnc(-c2cccnc2)n1-c1cccc(OC)c1 | -14%
CCOc1cc(C)nc(NCc2ccccc2)n1 | 2%
COCCNC(=O)c1onc(CSc2ccc(Cl)cc2)c1C(=O)O | -5%
O=C(Nc1ccccc1C(=O)O)c1ccc2c(c1)C(=O)N(c1ccc(O)cc1)C2=O | 0%
Clc1ccc(Nc2ccc(-n3ccnc3)nn2)cc1Cl | -2%
O=C(CC1Nc2ccccc2NC1=O)NCCCN1CCCCCC1 (stereo unspecified) | 1%
CC(Oc1ccc2c(-c3ccccc3)cc(=O)oc2c1)C(=O)O (stereo unspecified) | -5%
O=C(CSc1n[nH]c(=O)n1C1CC1)Nc1cc(Cl)ccc1Oc1ccccc1 | 0%
COc1cc(/C=C2\C(=O)NN(c3ccc(Cl)c(Cl)c3)C2=O)c([N+](=O)[O-])cc1OC | 9%
O=C(NCc1cccs1)C(NS(=O)(=O)c1cccc2nsnc12)c1ccccc1 (stereo unspecified) | -4%
CC(=O)NC1=NN(c2ccccc2)C(=O)C1 | -7%
O=C(C/C=N/OCc1ccc(Cl)cc1)c1cnc(-c2ccccc2)s1 | -2%
Cc1ccc(OCC(=O)Nc2ccc(Cl)cc2C)c(Br)c1 | 2%
Cc1ccc(N(C(=O)CNC(=O)c2ccco2)C(C(=O)NC2CCCC2)c2cccnc2)cc1C (stereo unspecified) | -11%
O=C(O)c1ccc(Oc2cccc([N+](=O)[O-])c2)cc1C(=O)O | -11%
Cc1cc(C(=O)CSc2nc3ccccc3[nH]2)c(C)n1CC1CCCO1 (stereo unspecified) | -7%
CCN(CCCNC(=O)C1CCC(=O)N1Cc1ccccc1Cl)c1cccc(C)c1 (stereo unspecified) | -7%
COc1ccc(Cc2c(O)nc[nH]c2=O)cc1 | -9%
COc1ccc(-c2cc(-c3cc(OC)ccc3O)[nH]n2)cc1 | -5%
Clc1ccc(C2=CC(c3ccco3)n3ncnc3N2)cc1 (stereo unspecified) | -7%
COc1ccccc1-c1nn2c(-c3ccco3)nnc2s1 | -8%

Other results:
SMILES | EphA4 KYL inhibition
CCN(CCCNC(=O)C1CCC(=O)N1Cc1ccc(F)cc1)c1cccc(C)c1 (stereo unspecified) | -10%
COc1cccc(NC(=O)c2ccc(CN3CCN(c4ccccc4)CC3)cc2)c1 | 0%
CC(C)(C)c1ccccc1OCCCCn1ccnc1 | 3%
O=C(O)/C=C\C(=O)Nc1ccccc1SC(F)(F)F | -7%
COc1ccc(OC)c(N(CC(=O)NC(C)C)S(C)(=O)=O)c1 | 8%
CC1(c2ccc3c(c2)OCO3)NC(=O)N(CC(=O)NCCC2=CCCCC2)C1=O (stereo unspecified) | -6%
N#Cc1ccc(-c2ccccc2)nc1SCC(=O)c1cccc(Cl)c1 | 6%
CN(C)CCNC(=O)c1ccc(COc2ccc(Cl)cc2Cl)cc1 | -3%
C=CCSC1=N/C(=C\c2cc(OC)c3c(c2)OCO3)C(=O)S1 | 21%
O=C(O/N=C1/CCSc2ccccc21)c1ccc(F)cc1 | -18%
C=CCNC(=O)c1ccccc1S(=O)c1ccccc1C#N (stereo unspecified) | 3%
CCOC(=O)CCCNC(=O)COC(=O)CCC(=O)c1ccc(F)cc1 | -5%
CCOC(=O)C1=C(O)/C(=C\c2ccc(OC)c(OC)c2)N=C1C | -16%
CCOc1cc2nc(-c3ccc(OC)c(OC)c3)nc(NCCCN3CCOCC3)c2cc1OC | -6%
COCCN1CN(S(=O)(=O)c2ccc(Cl)cc2)c2nc3ccccc3nc21 | 1%
CCOc1ccccc1N(CC(=O)Nc1ccccc1C(=O)OC)S(=O)(=O)c1ccccc1 | 6%
C=CCOc1ccccc1/C=N/O | -12%
COC(=O)COc1cc(Br)c(/C=C2/SC(=O)N(CC(=O)N3CCCC3)C2=O)cc1OC | -5%
CCOC(=O)c1sc2nc3n(c(=O)c2c1C)CCC3 | -10%
COc1cccc(OCCNC(=O)c2cc(OC)c(OC)c(OC)c2)c1 | -3%
Clc1ccc(CN2CCN(c3ncnc4scc(-c5cccs5)c34)CC2)cc1 | 2%
CCc1ccc(N2C(=O)NC(=O)/C(=C\c3ccc(OCC(=O)O)c(OC)c3)C2=O)cc1 | -11%
COc1ccc(Nc2nnc(SCc3cc(=O)n4ccsc4n3)s2)cc1 | -11%
COc1ccc(-c2nnc(SCC(=O)c3ccco3)n2-c2ccccc2)cc1 | -1%
Cn1c(=O)cc(SCC(=O)NCc2ccco2)c2ccccc21 | -6%

Going on with the list:
SMILES | EphA4 KYL inhibition
O=C(COc1cc(O)c2c(=O)cc(-c3ccccc3)oc2c1)c1ccc(F)cc1 | 4%
CCOC(=O)c1c(N2CCOCC2)nc2ccc([N+](=O)[O-])cc2c1-c1ccccc1 | -8%
CCOC(=O)c1[nH]c(C)c(C(=O)NC2CCN(C(=O)OCC)CC2)c1C | 7%
O=C(Nc1ccccc1N1CCN(C(=O)c2ccccc2)CC1)c1ccc2c(c1)OCO2 | -12%
Cc1ccc(S(=O)(=O)/N=C(/Nc2cccc(O)c2)c2ccccc2)cc1 | -11%
CCc1ccc2[nH]c(=O)c(CN(CCN3CCCC3)C(=O)NC3CCCCC3)cc2c1 | 17%
O=C(c1cccs1)N(Cc1ccco1)C1CCS(=O)(=O)C1 (stereo unspecified) | -18%
O=C(Cn1cccc1C(=O)c1ccccc1)NCc1ccc2c(c1)OCO2 | 26%
Cc1cc(C)c(OCCN2C(=O)NC(C)(C)C2=O)c(Cl)c1 | -5%
O=C(NC1CCCCCCC1)C1CCN(S(=O)(=O)N2CCC3(CC2)OCCO3)CC1 | -12%
N#CC1=C(Nc2ccccc2)SC=C(c2ccccc2)N=C1N1CCOCC1 | -4%
COc1ccc(N(CC(=O)NCC2CCCO2)S(=O)(=O)c2c(C)noc2C)cc1 (stereo unspecified) | -5%
Cn1c(SCC(=O)NC(C)(C)C)nc(O)cc1=O | -18%
CN1C(=O)c2cccc3c(Cl)ccc(c23)C1=O | -21%
COC(=O)c1c(C)oc2ccc(OS(C)(=O)=O)cc12 | 0%
O=C(Nc1ccccc1)N(CCCN1CCOCC1)Cc1cccs1 | 1%
Cc1ccccc1-n1nnnc1SCc1ncc(-c2ccccc2)o1 | -8%
COc1ccc(C(=O)/C=C/Nc2cc(C)on2)cc1 | -1%
N#CC(c1nc2ccccc2nc1N1CCCC1)S(=O)(=O)c1ccccc1 (stereo unspecified) | 37%
COc1ccc(-c2onc(C)c2-c2ccccc2)c(O)c1 | -12%
